TCR act – activates T cell receptor signaling. primary human leukocytes, anti-CD3, IL-2 HTRF, 48 h. Potency, µM (highest dose often 9.22 µM), inactives show at the top dose activation of IL-2 secretion, hits mostly activators. 330,000 tested, under 10 active; note: % of control where 0% means no effect
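HTRF read-out of IL-2 secretion: europium cryptate donor excited at 320nm, d2 acceptor emission at 665nm. Cells were primary human leukocytes incubated 48 hr with compounds and a-CD3 beads, supplying TCR signal only.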
TSHR antag – human thyrotropin receptor antagonism. TSHR-expressing cells, TSH-stimulated cAMP HTRF, 2 h; stronger effect = lower value. activity change, negative = inhibition, % at 11.5 µM. 330,000 tested, 0.2% active;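 active = activity change below a set negative limit, meaning inhibition stronger than a set level, cut at about -70% in these data; inconclusive = activity change between two set negative limits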; note: % is set by controls: 0 for no effect and ±100 for the full control effect
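TSHR-expressing cells, 200/well, pre-treated with compound, then stimulated with EC80 TSH (4nM final) for 2 hours at 37 deg C. cAMP measured by competitive HTRF: anti-cAMP cryptate antibody in lysis buffer plus cAMP-d2, read after 30 minutes at room temperature.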
Mito fusion yeast – blocks mitochondrial division or promotes mitochondrial fusion. S. cerevisiae fusion-defective mutant growth rescue, CellTiterGlo 48 h. Potency, µM (titrated, usually from 46.1 µM), inactives show at the highest dose growth rescue (activation), most hits filed as activators. 320,000 tested, 0.23% active. AID 485298;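 note: potency is the fitted concentration of half-maximal effect; % of control where 0% means no effect; nearly all actives have a fitted effect of over 45% in size; temperature-sensitive fusion mutants such as fzo1-1 at 37 °C on non-fermentable ethanol glycerol medium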
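S. cerevisiae fusion-defective temperature-sensitive mutants (e.g. fzo1-1, mgm1-5) grown 48 h at 37C in YPEG (ethanol/glycerol non-fermentable) medium with 23 nl compound per well; growth rescue read as CellTiterGlo luminescence.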
ELG1 DNA repair – blocks ELG1-dependent DNA repair in HEK293T cells; HEK293T ELG1-luciferase reporter, luminescence, 16 h; DNA damage induced by 5-fluorouridine; Potency, µM (doses to about 46.1 µM), inactives show at the top dose activity change, negative = inhibition, actives largely listed as inhibitors; 330,000 tested, 2.3% active; AID 504467; note: potency is the fitted concentration of half-maximal effect; % is set by controls: 0 for no effect and ±100 for the full control effect; nearly all actives have a fitted effect of over 55% in size
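Step one: seed 2,000 cells per well. Step two: pin-transfer compound or DMSO alongside 5-fluorouridine. Step three: incubate 16 hr, 37 °C, 5% CO2. Step four: add ONE-Glo, wait 30 min, read luminescence.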
Tb PFK block – inhibitors of T. brucei phosphofructokinase; 330,000 tested, 0.17% active; Potency, µM (top dose mostly 57.5 µM), for the others: at the highest dose activity, negative = inhibition, most hits filed as inhibitors; T. brucei PFK, ADP-Glo luminescence; O15648;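 note: potency is the fitted concentration of half-maximal effect; 0% = uninhibited 1x PFK enzyme wells and -100% = no-enzyme wells; nearly all actives have a fitted effect of over 60% in size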
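Luminescent ADP detection (ADP-Glo, two-step: ATP depletion then ADP-to-ATP conversion for luciferase) reported PFK activity after 45 min room-temperature reaction of 1.25 nM enzyme with 0.5 mM F6P and 0.1 mM ATP at pH 8.0.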
Eya2 inh – blocks the phosphatase activity of human Eya2; Potency, µM (doses to about 76.9 µM), for inactives: at the highest dose activity, negative = inhibition, hits mostly inhibitors; recombinant Eya2, OMFP fluorescence dephosphorylation (OMFP is methylfluorescein phosphate); 330,000 tested, 0.006% active; AID 488837; O00167; note: potency is the fitted concentration of half-maximal effect; % is set by controls: 0 for no effect and ±100 for the full control effect
Target sequence (O00167 whole entry, looked up): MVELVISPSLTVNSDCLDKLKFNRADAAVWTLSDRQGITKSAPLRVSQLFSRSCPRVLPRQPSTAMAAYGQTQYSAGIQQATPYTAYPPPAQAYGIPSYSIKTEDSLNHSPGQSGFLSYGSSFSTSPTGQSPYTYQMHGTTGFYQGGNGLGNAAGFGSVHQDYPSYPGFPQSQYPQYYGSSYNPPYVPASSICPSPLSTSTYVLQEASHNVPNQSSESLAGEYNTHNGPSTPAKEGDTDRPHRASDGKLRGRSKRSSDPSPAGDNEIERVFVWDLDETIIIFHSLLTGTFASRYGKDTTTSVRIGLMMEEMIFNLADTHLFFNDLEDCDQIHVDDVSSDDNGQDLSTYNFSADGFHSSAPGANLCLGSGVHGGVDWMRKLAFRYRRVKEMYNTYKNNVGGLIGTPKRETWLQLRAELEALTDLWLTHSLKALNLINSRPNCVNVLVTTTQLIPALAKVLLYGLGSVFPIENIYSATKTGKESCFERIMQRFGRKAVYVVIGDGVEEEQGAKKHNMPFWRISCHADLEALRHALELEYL
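Eya2 protein (added as 0.2 uM solution) was preincubated with compound for 10 min at ambient temperature in 50 mM HEPES pH 7.5, 50 mM NaCl, 5 uM MgCl2, 0.05% BSA, 1 mM DTT. OMFP (added at 50 uM) then reacted 10 min; fluorescence read at 485/525 nm.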
PTAP TSG101 blk – blocks PTAP/TSG101 interaction to inhibit HIV-1 budding | Fluorescence polarization, FITC-PTAP peptide / Tsg101 binding | Potency, µM (series often up to 115 µM), for inactives: at the highest dose activity change, negative = inhibition, usual class: inhibitors | 340,000 tested, under 10 active | AID 493005; active = well fitted inhibition curve with a large enough effect in the main read-out, with a control signal flat, not every such curve was filed as active; inconclusive = small, poorly fitted or top-dose-only effect, or effect the other way, or a change in a side signal; inactive = no such curve, though single readings can be large or run the other way; note: potency is the fitted concentration of half-maximal effect; % of control where 0% means no effect
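Steps: Tsg101 binding domain dispensed (10 uM final), compounds pinned in DMSO, FITC-labeled PTAP-motif peptide added (50 nM final); after 20 min binding at room temperature, polarization measured.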
uPA generation – inhibitors of cell surface uPA generation; Potency, µM (top dose mostly 38.3 µM), without a hit: at the highest dose activity change, negative = inhibition, hits mostly inhibitors; cell surface uPA generation assay, qHTS; 330,000 tested, 0.31% active; active = well fitted inhibition curve with a large enough effect; inconclusive = small, poorly fitted or top-dose-only effect; inactive = no such curve, though single readings can be large or run the other way; tested in mouse RAW 264.7 cells; note: potency is the fitted concentration of half-maximal effect; % is set by controls: 0 for no effect and ±100 for the full control effect; nearly all actives have a fitted effect of over 55% in size
USP2a block – inhibitors of human ubiquitin-specific protease USP2a | Potency, µM (series often up to 38.3 µM), without a hit: at the top dose activity change, negative = inhibition, most hits filed as inhibitors | 330,000 tested, 0.01% active | USP2 core, Ub-CHOP2 coupled fluorogenic reporter, 485/531 | O75604;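 note: potency is the fitted concentration of half-maximal effect; plate controls were DMSO wells for no effect and full inhibition by NEM control for full effect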
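Cell-free coupled assay: 10nM USP2 core preincubated 30min RT with compound in Tris-HCl pH 8.0/CaCl2/CHAPS buffer, then 25nM Ub-CHOP2 and 25nM reporter substrate; fluorescence (Ex 485/Em 531) read after 60min RT, normalized to NEM inhibition, concentration-response curves fitted.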
B2AR arrestin – agonists driving beta-arrestin recruitment to human beta2-adrenergic receptor; Potency, µM (titrated, usually from 46.1 µM), for inactives: at the top dose activation, hits mostly activators; beta-arrestin recruitment to beta2AR, cell-based reporter; 330,000 tested, 0.02% active;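 note: potency is the fitted concentration of half-maximal effect; 0% = DMSO controls and full agonism = EC100 isoproterenol or metaproterenol; nearly all actives have a fitted effect of over 65% in size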
Target sequence (P07550 whole entry, looked up): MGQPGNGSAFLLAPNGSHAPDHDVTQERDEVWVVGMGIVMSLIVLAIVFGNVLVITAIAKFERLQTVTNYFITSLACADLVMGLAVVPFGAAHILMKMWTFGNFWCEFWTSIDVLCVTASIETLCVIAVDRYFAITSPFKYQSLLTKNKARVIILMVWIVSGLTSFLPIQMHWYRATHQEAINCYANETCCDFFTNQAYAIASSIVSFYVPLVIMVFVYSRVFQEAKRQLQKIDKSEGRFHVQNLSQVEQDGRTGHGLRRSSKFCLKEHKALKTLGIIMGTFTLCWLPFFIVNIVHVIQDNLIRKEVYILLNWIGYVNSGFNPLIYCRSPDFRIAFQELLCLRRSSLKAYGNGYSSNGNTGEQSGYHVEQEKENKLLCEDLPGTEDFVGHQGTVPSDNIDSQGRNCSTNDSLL
Chronic BCR inh – chronic active BCR signaling inhibition. ABC-DLBCL IkBa-CBG/CBR reporter, luminescence ratio, 4 h. Potency, µM (series often up to 46.1 µM), without a hit: top-dose ratio change, negative = lower green/red ratio, hits mostly inhibitors. 340,000 tested, 0.05% active; active = well fitted inhibition curve with a large enough effect in the signal ratio, with a control signal flat, not every such curve was filed as active; inconclusive = small, poorly fitted or top-dose-only effect, or effect the other way, or a change in a side signal; the % refers to the signal ratio;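 note: potency is the fitted concentration of half-maximal effect; plate controls were basal doxycycline-induced cells for no effect and cells given 10 µM MG132 for full effect; MG132 reads +100%, hits lower the ratio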
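Cell line TMD8 (human ABC DLBCL), stably expressing tet-inducible CBG68-IkBa fusion and CBR; IMDM/0.5% FBS; cpd up to 46 uM; dox induction, 4 h, 37C/5% CO2; dual luminescence; green/red ratio; MG132 control.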
An asterisk follows results filed as active; ? = inconclusive; nt = no result given; [ ] = remark or other dose. Unless noted, calls come from the whole dose curve; as a rule, active = well fitted curve in the direction sought with a large enough effect; inconclusive = small, poorly fitted or top-dose-only effect, or another doubt; inactive = no such curve, though single readings can be large; an effect the other way counts as inactive or inconclusive. No enrichment for hits. About 3% of those tested had a hit in this group.

entry	Structure	TCR act	TSHR antag	Mito fusion yeast	ELG1 DNA repair	Tb PFK block	Eya2 inh
1	COc1ccc(-c2nc3cccc(C)n3c2NCc2ccco2)cc1OC	2%	-8	3%	?	0%	-5%
2	O=C(C[n+]1cc(Br)cc2ccccc21)c1ccc(Br)cc1	13%	-7	-2%	-5%	-1%	1%
3	CCCCOC(=O)c1ccc(OC(=O)c2cccnc2)cc1	6%	5	-5%	?	-11%	12%
4	O=C1/C(=C/c2ccccc2)CSc2sccc21	5%	-4	5%	?	3%	-11%
5	COc1ccc2[nH]cc(C(=O)CN3CCCC(C)(C)C3)c2c1	7%	2	-7%	10%	0%	?
6	O=[N+]([O-])c1ccc(C[n+]2ccc(Cc3ccccc3)cc2)cc1	2%	22	1%	?	?	-22%
7	Cc1ccc(CC2CC(=O)N(C(Cc3ccccc3)C(=O)O)C2=O)cc1 (configuration not stated)	0%	27	0%	-4%	0%	-10%
8	Cn1cccc1C(=O)NC(=O)COC(=O)c1ccc(S(C)(=O)=O)cc1	6%	-4	nt	10%	6%	2%
9	CC(=O)N1CCN(c2ncnc3sc(-c4ccccc4)cc23)CC1	3%	8	4%	-4%	3%	11%
10	COC(=O)c1cc(NC(=O)c2ccoc2C)cc(C(=O)OC)c1	-15%	-1	-4%	?	-1%	1%

entry	PTAP TSG101 blk	uPA generation	USP2a block	B2AR arrestin	Chronic BCR inh
1	-2%	2%	2%	-0.9%	16%
2	-2%	-2%	-2%	-0.8%	7%
3	-2%	-1%	2%	-0.1%	3%
4	-2%	-6%	0%	0.5%	2%
5	-5%	?	-2%	-0.1%	?
6	-5%	5%	0%	0.0%	0%
7	-1%	0%	2%	-1.0%	?
8	-2%	5%	0%	-0.4%	7%
9	-2%	?	1%	0.0%	1%
10	-8%	2%	1%	-0.2%	1%

Carrying on:
entry	Structure	TCR act	TSHR antag	Mito fusion yeast	ELG1 DNA repair	Tb PFK block	Eya2 inh
11	CC(=O)c1ccc(OCCCC(=O)NC2CCCCC2C)cc1 (configuration not stated)	11%	-2	-1%	-3%	-2%	6%
12	CC(Oc1ccccc1Cl)c1nnc(N)s1 (configuration not stated)	-6%	-13	-7%	15%	-2%	0%
13	CC1CCN(c2ncnc3ccccc23)CC1	0%[46.1 µM]	-15	0%	?	-6%	-2%
14	Cc1cccc(OCC(=O)Nc2ccc3c(c2)OCO3)c1C	12%	3	4%	1%	-1%	-26%
15	Clc1ccc(CSc2nnc(CNc3cccc(Cl)c3)o2)cc1	7%	-46	?	-5%	-27%	-9%
16	COc1ccc(OCC(=O)N/N=C/c2ccsc2)cc1	-3%[46.1 µM]	-9	-3%	14%	-1%	-18%
17	Cc1cccc(-c2oc3ccccc3c2C#CCCO)c1	10%	8	14%	?	-5%	-15%
18	CN(C)C(=O)N1CCC(C(=O)N2CCCC(C(=O)c3cccc4ccccc34)C2)CC1 (configuration not stated)	-14%	2	9%	?	2%	10%
19	COC(=O)c1cn(C(=O)c2cccc(Br)c2)c2ccccc12	-6%	-8	6%	4%	2%	9%
20	COc1cccc(NC(=O)NC2(C(=O)N3CCN(C)CC3)CCCCC2)c1	-2%	5	1%	14%	5%	-4%

entry	PTAP TSG101 blk	uPA generation	USP2a block	B2AR arrestin	Chronic BCR inh
11	-2%	-3%	2%	0.2%	4%
12	-7%	-3%	0%	-0.2%	1%
13	-7%	-5%	1%	0.0%	-6%
14	-7%	-3%	-7%	0.2%	-2%
15	3%	10%	-1%	0.0%	?
16	0%	-7%	1%	-0.1%	-7%
17	nt	4%	1%	-0.6%	26%
18	-1%	-4%	0%	0.4%	?
19	1%	-2%	0%	0.1%	?
20	-3%	-4%	1%	0.2%	1%

Additional records follow:
entry	Structure	TCR act	TSHR antag	Mito fusion yeast	ELG1 DNA repair	Tb PFK block	Eya2 inh
21	Cc1cccc(C)c1NS(=O)(=O)c1ccc2c(c1)NC(=O)CO2	3%	-1	-4%	0%	0%	-12%
22	CC(C)(C)OC(=O)N[C@H](Cc1ccccc1)C(=O)N1CCC(C(=O)O)CC1	-2%	-2	1%	0%	1%	14%
23	COc1ccc(Cl)cc1-c1nc(SCC(=O)NC2CC2)n[nH]1	-2%	-2	-4%	?	-2%	-7%
24	CCOC(=O)C(=NCCCN(C)C)NNc1cc(C(F)(F)F)ccc1Cl	2%	17	4%	10%	-9%	-8%
25	CCOC(=O)C12CNC(=O)C(C(=O)OCC)(CNC1=O)C2	7%	0	1%	6%	3%	1%[15.4 µM]
26	CCOc1cc(/C=C/C(=O)O)ccc1OCCOc1ccc(F)cc1	0%	-20	21%	4%	-1%	24%
27	CCn1c(=O)n(CC)c2cc(S(=O)(=O)Nc3ccccc3C)c(C)cc21	nt	-8	8%	?	-4%	-5%
28	Cc1nnc(SCC(=O)Nc2cccc(Cl)c2)n1CC1CCCO1 (configuration not stated)	2%	7	7%	12%	-6%	-5%
29	CCC(C(=O)NCCCN1CCN(CC)CC1)n1nc(C)n2c(cc3occc32)c1=O (configuration not stated)	6%	15	3%	0%	2%	1%
30	O=C(COC(=O)c1cc(=O)[nH]c2ccccc12)c1ccc(Br)cc1	13%	21	1%	-4%	10%	2%

entry	PTAP TSG101 blk	uPA generation	USP2a block	B2AR arrestin	Chronic BCR inh
21	-5%	-2%	-1%	-0.1%	-6%
22	-5%	1%	-2%	0.3%	2%
23	0%	-2%	4%	0.0%	4%
24	-3%	1%	0%	0.1%	-10%
25	0%	10%	1%	0.3%	2%
26	-1%	0%	-2%	-0.6%	-1%
27	nt	-24%	2%	-0.1%	-3%
28	-2%	0%	0%	-0.3%	1%
29	-2%	2%	3%	-0.3%	-1%
30	1%	0%	6%	-0.8%	2%

Some of these compounds in order of length of the SMILES, low to high.
entry	Structure	TCR act	TSHR antag	Mito fusion yeast	ELG1 DNA repair	Tb PFK block	Eya2 inh
21	Cc1cccc(C)c1NS(=O)(=O)c1ccc2c(c1)NC(=O)CO2	3%	-1	-4%	0%	0%	-12%
30	O=C(COC(=O)c1cc(=O)[nH]c2ccccc12)c1ccc(Br)cc1	13%	21	1%	-4%	10%	2%
27	CCn1c(=O)n(CC)c2cc(S(=O)(=O)Nc3ccccc3C)c(C)cc21	nt	-8	8%	?	-4%	-5%

entry	PTAP TSG101 blk	uPA generation	USP2a block	B2AR arrestin	Chronic BCR inh
21	-5%	-2%	-1%	-0.1%	-6%
30	1%	0%	6%	-0.8%	2%
27	nt	-24%	2%	-0.1%	-3%

(continued)
entry	Structure	TCR act	TSHR antag	Mito fusion yeast	ELG1 DNA repair	Tb PFK block	Eya2 inh
31	Cc1ccc(NC(=O)COC(=O)c2cc(=O)c3ccccc3o2)c(Br)c1	-9%	3	nt	1%	0%	3%
32	COc1ccc(CN2CCNC(=O)C2CC(=O)NC2CCCCCCC2)cc1OC (configuration not stated)	-12%	-2	0%	17%	0%	5%
33	Cc1ccc(C(=O)CSc2nnc(-c3snnc3C)n2C2CC2)cc1	4%	8	2%	15%	0%	3%
34	COc1ccc(C(=O)OCC(=O)Nc2sccc2C(N)=O)cc1OC	6%	-3	1%	?	-1%	3%
35	CC(=O)Nc1ccc(OCC(O)Cn2c3ccccc3c3ccccc32)c(C)c1 (configuration not stated)	8%	-27	0%	?	0%	-1%

entry	PTAP TSG101 blk	uPA generation	USP2a block	B2AR arrestin	Chronic BCR inh
31	-3%	0%	-2%	-0.7%	?
32	-1%	-2%	2%	-0.1%	1%
33	-2%	0%	-2%	-0.7%	-7%
34	14%	-7%	3%	-0.2%	?
35	-6%	-9%	0%	-0.2%	-4%

High-throughput results from PubChem.
